INS-1E GSIS act: GLuc luminescence reporter in INS-1E cells, primary screen for activators of glucose-dependent secretion of insulin; actives 0.61% (n = 370,000); INS-1E GLuc reporter insulin secretion, 2-3 h; AID 743287; activation, % at 16.6 µM;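 active = lowest replicate activation of at least 40%, so every replicate reaches that level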;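 note: 0% = median of neutral control wells and 100% = median of IBMX positive control wells; some compounds called inactive have numbers as strong as hits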
EWS-Fli inh: inhibitors of EWS/Fli oncoprotein transcriptional activity. A673 NR0B1-luciferase reporter, viability-normalised. inhibition, % at 12.6 µM. actives 0.67% (n = 350,000);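 active = mean inhibition of at least 50% after viability correction, with every replicate also passing that limit; inconclusive = mean reaches 50% but only one of two replicates passes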;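 note: firefly luciferase signal divided by Alamar Blue viability fluorescence both relative to DMSO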
DENV2 CPE rescue: protects cells from dengue virus 2 cytopathic effect; AID 651640; actives 1.7% (n = 350,000); DENV2-infected cells, cytopathic effect rescue, plate reader; CPE inhibition, % at 9.99 µM; in the data active = CPE inhibition above about 20%, passing the limit was not always enough; inconclusive = no clear call, values can overlap the other calls; tested in BHK-21 cells;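 note: 0% = median of neutral control wells and 100% = median of positive control wells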
ARNT TACC3 PPI: disruptors of human ARNT/TACC3 interaction. Q9Y6A5. AlphaScreen His-ARNT PAS-B/GST-TACC3 binding, luminescence; TACC3 fragment carries E629A point mutation. inhibition, % at 9.99 µM. actives 0.66% (n = 390,000). AID 623870;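 active = mean inhibition of replicates at least 50% and at least half of replicates each reaching 50%; inconclusive = half or more replicates reach 50% but mean below 50%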;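 note: 0% = complete ARNT plus TACC3 wells and 100% = ARNT alone without TACC3; many hits fall short of the cut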
ERp5 block: blocks human ERp5 reductase activity on insulin. inhibition, % at 9.99 µM. actives 0.05% (n = 350,000). ERp5 insulin aggregation, absorbance 650 nm, 90 min. Q15084;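 active = mean replicate inhibition above about 25%, with every replicate also reaching it, limit read from the data, passing the limit was not always enough; inconclusive = only one of those two criteria met; inactive = neither criterion met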
Target sequence (Q15084 whole entry, looked up): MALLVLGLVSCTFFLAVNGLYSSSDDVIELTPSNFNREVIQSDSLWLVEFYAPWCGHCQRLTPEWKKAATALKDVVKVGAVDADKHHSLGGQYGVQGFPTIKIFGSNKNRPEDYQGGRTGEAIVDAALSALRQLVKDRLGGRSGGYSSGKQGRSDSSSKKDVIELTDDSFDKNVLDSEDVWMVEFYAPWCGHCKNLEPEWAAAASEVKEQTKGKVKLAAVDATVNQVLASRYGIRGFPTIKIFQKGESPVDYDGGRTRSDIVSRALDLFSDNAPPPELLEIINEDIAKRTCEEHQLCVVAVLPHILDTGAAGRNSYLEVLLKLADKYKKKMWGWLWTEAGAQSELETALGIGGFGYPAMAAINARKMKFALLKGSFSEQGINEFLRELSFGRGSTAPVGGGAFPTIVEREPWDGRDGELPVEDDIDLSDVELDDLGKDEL
Xi reactivation: X-chromosome reactivation activator. XiGFP mouse fibroblasts, % GFP-positive cells imaging, 3 d; cells co-treated with 5-aza-dC sensitizer; scaled so ellipticine positive control = 100%. activation, % at 7.58 µM. actives 0.055% (n = 360,000);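 active = mean normalized replicate activation at least 10% and every replicate at or above 10%; inconclusive = only one of the two criteria met; inactive = mean below 10% and not all replicates reach 10%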;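 note: 0% = median of on-plate neutral control wells and 100% = ellipticine 6 µM median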
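System: XiGFP fibroblasts, SV40-immortalized. Medium: DMEM plus 5-aza-dC sensitizer. Doses: single point. Timing: 3 d treatment, 15 min room-temperature fixation. Control set: ellipticine 6 µM.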
CFTR F508del cor: CFTR F508del correction in bronchial cells. activity (quench increase), % at 7.58 µM. actives 0.36% (n = 350,000). CFBE cells, YFP halide quenching; stimulated with forskolin plus potentiator P3; % fluorescence drop versus neutral controls;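 active = mean added fluorescence quench of at least 8% versus neutral control, with both replicates also reaching 8%; inconclusive = only one of the mean or replicate conditions met; inactive = mean below 8% and not both replicates reaching 8%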;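 note: cells transiently co-express mutant CFTR-F508del with the halide-sensitive YFP; corrector assay measuring rescue of mutant channel to the surface after 24 h compound exposure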
PAX8 reporter: lowers PAX8-driven luciferase in RMG-I cells | RMG-I TPO-luciferase reporter, SteadyGlo, 24 h | inhibition, % at 12.6 µM | actives 1.2% (n = 360,000) | AID 652154;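 active = mean replicate inhibition at least 60% with every replicate also reaching 60%; inconclusive = only one of the two criteria is met; inactive = mean below 60% and not all replicates reaching 60%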;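 note: luciferase light reporting Pax8 driven TPO promoter activity; plate controls were median of neutral control wells for no effect and mitoxantrone controls for full effect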
An asterisk follows results filed as active; ? = inconclusive; . = no result given; & = joins results of further samples.

The opening 13 records as a preview:
[1] Cc1ccc(/C([O-])=C(/C(=S)NCc2ccco2)[n+]2ccccc2)cc1[N+](=O)[O-]
[2] CCCCCCCCCCCCCCCC(=O)Nc1ccn(C2OC(CO)C(O)C2O)c(=O)n1 (configuration not stated)
[3] COc1ccc(NC(=O)N(C)C[C@H]2Oc3c(NC(=O)Nc4ccccc4)cccc3C(=O)N([C@@H](C)CO)C[C@H]2C)cc1
[4] Cc1ccc(Cn2c(=S)[nH]c3ccccc3c2=O)cc1
[5] COc1ccc(CCNC(=O)C2CC(=O)N(CCc3ccccc3)C2)cc1OC (configuration not stated)
[6] Cn1c(N)c(S(=O)(=O)N2CCN(c3ccccc3F)CC2)c(=O)n(C)c1=O
[7] CS(=O)(=O)Nc1ccc2c(c1)[C@@H]1C[C@@H](CC(=O)N3CCOCC3)O[C@H](CO)[C@@H]1O2
[8] COCCNC(=O)C1CC(=O)N(c2ccc(F)c(Cl)c2)C1 (configuration not stated)
[9] Cc1ccc(NC(=O)CNCc2ccc(Cl)cc2Cl)cc1S(=O)(=O)N(C)C
[10] CNC(=O)C[C@@H]1CC[C@H]2[C@H](COc3ccc(NC(=O)Nc4ccc(C)cc4)cc3C(=O)N2C)O1

entry no.	1	2	3	4	5	6	7	8	9	10
INS-1E GSIS act	-11	.	-4	-12	23	-9	11	-3	-16	6
EWS-Fli inh	6	21	2	-15	1	-15	-17	1	3	-3
DENV2 CPE rescue	.	-10	-4	-5	16	-2	1	?	-2	-9
ARNT TACC3 PPI	-7	-9	3	-3	-10	20	-2	3	3	-5
ERp5 block	6	-6	-7	5	-6	4	-2	2	4	-1
Xi reactivation	-0.2	1.4	0.0	-0.1	-0.1	-0.1	-0.1	0.0	0.3	0.6
CFTR F508del cor	2.1	7.0	0.4	-1.4	3.5	2.5	0.3	2.3	2.8	-2.4
PAX8 reporter	6	8	-3	-14	-2	3	.	11	6	7

[11] C[C@@H](NC(=O)C[C@H]1C=C[C@@H](NC(=O)C2CCOCC2)[C@H](CO)O1)c1ccccc1
[12] O=C(NNS(=O)(=O)c1ccccc1[N+](=O)[O-])c1cccnc1
[13] Cc1nnc(C)n1/N=C/c1ccc(C(C)C)cc1

entry no.	11	12	13
INS-1E GSIS act	8	35	5
EWS-Fli inh	-1	-13	3
DENV2 CPE rescue	-9	-1	-2
ARNT TACC3 PPI	2	-1	-2
ERp5 block	-2	1	-2
Xi reactivation	-0.3	0.2	.
CFTR F508del cor	-0.6	-1.8	0.6
PAX8 reporter	4	13	.

The listing, repeating the preview:
[1] Cc1ccc(/C([O-])=C(/C(=S)NCc2ccco2)[n+]2ccccc2)cc1[N+](=O)[O-]
[2] CCCCCCCCCCCCCCCC(=O)Nc1ccn(C2OC(CO)C(O)C2O)c(=O)n1 (configuration not stated)
[3] COc1ccc(NC(=O)N(C)C[C@H]2Oc3c(NC(=O)Nc4ccccc4)cccc3C(=O)N([C@@H](C)CO)C[C@H]2C)cc1
[4] Cc1ccc(Cn2c(=S)[nH]c3ccccc3c2=O)cc1
[5] COc1ccc(CCNC(=O)C2CC(=O)N(CCc3ccccc3)C2)cc1OC (configuration not stated)
[6] Cn1c(N)c(S(=O)(=O)N2CCN(c3ccccc3F)CC2)c(=O)n(C)c1=O
[7] CS(=O)(=O)Nc1ccc2c(c1)[C@@H]1C[C@@H](CC(=O)N3CCOCC3)O[C@H](CO)[C@@H]1O2
[8] COCCNC(=O)C1CC(=O)N(c2ccc(F)c(Cl)c2)C1 (configuration not stated)

entry no.	1	2	3	4	5	6	7	8
INS-1E GSIS act	-11	.	-4	-12	23	-9	11	-3
EWS-Fli inh	6	21	2	-15	1	-15	-17	1
DENV2 CPE rescue	.	-10	-4	-5	16	-2	1	?
ARNT TACC3 PPI	-7	-9	3	-3	-10	20	-2	3
ERp5 block	6	-6	-7	5	-6	4	-2	2
Xi reactivation	-0.2	1.4	0.0	-0.1	-0.1	-0.1	-0.1	0.0
CFTR F508del cor	2.1	7.0	0.4	-1.4	3.5	2.5	0.3	2.3
PAX8 reporter	6	8	-3	-14	-2	3	.	11

[9] Cc1ccc(NC(=O)CNCc2ccc(Cl)cc2Cl)cc1S(=O)(=O)N(C)C
[10] CNC(=O)C[C@@H]1CC[C@H]2[C@H](COc3ccc(NC(=O)Nc4ccc(C)cc4)cc3C(=O)N2C)O1
[11] C[C@@H](NC(=O)C[C@H]1C=C[C@@H](NC(=O)C2CCOCC2)[C@H](CO)O1)c1ccccc1
[12] O=C(NNS(=O)(=O)c1ccccc1[N+](=O)[O-])c1cccnc1
[13] Cc1nnc(C)n1/N=C/c1ccc(C(C)C)cc1
[14] Cc1ccn2c(C(=O)NNC(=O)Nc3ccc(Cl)cc3)c(C)nc2c1
[15] CC(C)(C)c1ccc(S(=O)(=O)NC(=O)C2(C)CCN2C(=O)CC2CC2)cc1 (configuration not stated)
[16] COc1ccc(/C=C/c2nc(S(=O)(=O)c3ccccc3)c(N(C)C)o2)cc1OC

entry no.	9	10	11	12	13	14	15	16
INS-1E GSIS act	-16	6	8	35	5	-7	7	43
EWS-Fli inh	3	-3	-1	-13	3	.	16	.
DENV2 CPE rescue	-2	-9	-9	-1	-2	-4	17	5
ARNT TACC3 PPI	3	-5	2	-1	-2	.	.	-3
ERp5 block	4	-1	-2	1	-2	-5	3	5
Xi reactivation	0.3	0.6	-0.3	0.2	.	0.4	0.0	0.1
CFTR F508del cor	2.8	-2.4	-0.6	-1.8	0.6	1.4	-0.1	0.5
PAX8 reporter	6	7	4	13	.	9	1	-15

[17] Nc1nc(NCC(=O)O)nc(NC2CCCCC2)c1[N+](=O)[O-]
[18] N#Cc1ccc(C(=O)Nc2nc3ccccc3[nH]2)cc1
[19] CCCC#Cc1ccc2c(c1)O[C@@H](CN(C)C(=O)c1ccncc1)[C@@H](C)CN([C@H](C)CO)S2(=O)=O
[20] O=C1CCc2ccc(NS(=O)(=O)c3ccc(F)cc3)cc2N1
[21] Cc1ccccc1-c1ccc(C2[C@H]3CNC[C@@H]2N3S(=O)(=O)c2ccccc2)cc1 (some centres not stated)
[22] O=C(c1ccco1)N1CCN(C2CN(Cc3ccc([N+](=O)[O-])cc3)S(=O)(=O)C2)CC1 (configuration not stated)
[23] CC(C)NC(=O)Nc1ccc2c(c1)C(=O)N([C@H](C)CO)C[C@@H](C)[C@@H](CN(C)C(=O)Nc1ccccc1)OCCCC[C@@H](C)O2
[24] Cn1cccc1Cc1nnc(SCC(=O)Nc2ccc3c(c2)OCO3)n1CCc1ccccc1

entry no.	17	18	19	20	21	22	23	24
INS-1E GSIS act	18	8	6	-7	-10&-2	23	-13	-8
EWS-Fli inh	1	-41	-5	7	-6	3	.	10
DENV2 CPE rescue	-2	2	3	3	-9	-7	5	-5
ARNT TACC3 PPI	-3	-28	.	-29	.	.	66*	.
ERp5 block	1	3	-1	1	.	5	-4	3
Xi reactivation	0.0	0.0	-1.2	0.2	0.0&0.0	0.7	0.1	0.2
CFTR F508del cor	0.0	-2.5	-0.2	-0.5	0.8	-3.5	-1.1	-1.8
PAX8 reporter	-31	-149	.	26	18	1	10	-1

[25] O=C(NC(=S)Nc1c(F)cc(F)cc1Br)c1ccc2c(c1)OCCO2
[26] CO[C@@H]1CN(C)C(=O)c2ccc(NC(=O)NC3CCCCC3)cc2OC[C@@H](C)N(C)C[C@H]1C
[27] CCS(=O)(=O)Nc1ccc2c(c1)C(=O)N(C)C[C@@H](OC)[C@@H](C)CN(Cc1nccs1)[C@H](C)CO2
[28] O=C(C[C@H]1CC[C@H](NC(=O)Cc2ccccn2)[C@@H](CO)O1)NCCc1ccccc1
[29] CC1CCN(C(=O)COC(=O)c2ccc3c(c2)C(=O)N(Cc2ccco2)C3=O)CC1
[30] CCOc1cc(C(=O)Nc2ccc([N+](=O)[O-])cn2)cc(OCC)c1OCC
[31] COc1ccc(C(C(=O)Nc2ccc(F)cc2)N2CCN(C(=O)c3ccco3)CC2)cc1 (configuration not stated)
[32] C[C@H](CO)N1C[C@H](C)[C@H](CN(C)Cc2ccncc2)Oc2ccc(NC(=O)Nc3ccc(C(F)(F)F)cc3)cc2C1=O

entry no.	25	26	27	28	29	30	31	32
INS-1E GSIS act	-20	-2	-8	-9	-29	6	-25	10
EWS-Fli inh	-13	4	2	-5	-2	-7	2	8
DENV2 CPE rescue	1	13	.	-8	-14	?	-2	-9
ARNT TACC3 PPI	-22	-7	.	-6	-2	.	.	3
ERp5 block	1	0	.	-6	-3	2	-1	2
Xi reactivation	-0.2	0.0	0.0	-0.3	-0.1	0.1	0.2	2.7
CFTR F508del cor	-7.0	-1.0	2.4	0.1	1.6	.	0.1	-1.3
PAX8 reporter	-34	0	.	.	-13	-10	22	16

[33] CC1(C(=O)OCC(=O)Nc2cc(S(=O)(=O)N3CCOCC3)ccc2Cl)CC1(Cl)Cl (configuration not stated)
[34] CC(=O)N1CC=CC1(C)C(=O)NCc1cc(F)cc(C(F)(F)F)c1 (configuration not stated)
[35] CCCC(O)(CCC)C(=O)NN(C(=O)OC)c1ccccc1
[36] CCC(=O)N/N=C/c1ccc(-c2ccc(Cl)cc2)o1
[37] CC1CCCC/C1=N\NC(=S)NCCc1ccccc1 (configuration not stated)
[38] O=C(C[C@@H]1C=C[C@H](NS(=O)(=O)c2ccc(F)cc2)[C@H](CO)O1)NCc1ccc(Cl)c(Cl)c1
[39] O=C(NCCN1CCCC1)c1ccc(Br)cc1
[40] Cc1cc(C(=O)NNC(=O)c2ccc(Cl)cc2)c2ccccc2n1

entry no.	33	34	35	36	37	38	39	40
INS-1E GSIS act	-19	-4	-33	-11	24	-25	8	-27
EWS-Fli inh	-3	-4	.	-19	-1	3	7	1
DENV2 CPE rescue	18	4	.	3	6	-1	0	-2
ARNT TACC3 PPI	-18	-3	-7	4	3	.	-2	-4
ERp5 block	-10	-4	.	2	-6	-4	1	1
Xi reactivation	0.0	0.0	0.2	0.1	0.0	-0.4	0.0	0.0
CFTR F508del cor	0.1	4.1	.	3.9	1.3	0.6	1.3	0.2
PAX8 reporter	5	5	4	-92	6	17	2	-2

[41] COc1ccc(S(=O)(=O)Nc2ccc3c(c2)C(=O)N([C@@H](C)CO)C[C@H](C)[C@H](CN(C)C(=O)c2ccncc2)OCCCC[C@H](C)O3)cc1
[42] COc1ccc(OC)c(C2=NOC(C(=O)Nc3ccc4c(c3)OCCO4)C2)c1 (configuration not stated)
[43] Cc1ccc(S(=O)(=O)N(C)C[C@@H]2OCCCC[C@H](C)Oc3ccc(NC(=O)NC4CCCCC4)cc3C(=O)N([C@@H](C)CO)C[C@@H]2C)cc1
[44] COc1ccc(C2CC(c3cccs3)=NN2c2ccc(C=O)cc2)cc1 (configuration not stated)
[45] COc1ccc(N2CCN(C(=O)c3sc4ncn(CC(=O)N5CCCCC5)c(=O)c4c3C)CC2)cc1

entry no.	41	42	43	44	45
INS-1E GSIS act	4	20	-41	18	-2
EWS-Fli inh	11	-4	18	.	5
DENV2 CPE rescue	-14	3	-5	0	1
ARNT TACC3 PPI	-8	-3	5	.	-9
ERp5 block	2	4	-2	-10	-5
Xi reactivation	-1.1	0.0	0.3	0.1	0.0
CFTR F508del cor	0.6	-0.1	-1.3	.	5.3
PAX8 reporter	11	-6	.	0	7
